XiGFP reactiv – X-chromosome reactivation activator; XiGFP mouse fibroblasts, % GFP-positive cells imaging, 3 d; cells co-treated with 5-aza-dC sensitizer; scaled so ellipticine positive control = 100%; activation, % at 7.58 µM; hit rate 0.055% among 360,000; AID 743238;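 active means mean normalized replicate activation at least 10% and every replicate at or above 10%; inconclusive means only one of the two criteria met; inactive means mean below 10% and not all replicates reach 10%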;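 further: 0% = median of on-plate neutral control wells and 100% = ellipticine 6 µM median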
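System: SV40-immortalized XiGFP fibroblast cells, line 68-5-11 / Incubation: 3-day compound exposure, then 15 min fixation at room temperature / Compound: single concentration per compound, delivered by pin transfer / Buffer or medium: DMEM plus 5-aza-dC sensitizer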
ERp5 block – ERp5 (human) disulfide isomerase inhibition; ERp5 insulin aggregation, absorbance 650 nm, 90 min; inhibition, % at 9.99 µM; hit rate 0.05% among 350,000; AID 651711;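 active means mean replicate inhibition above about 25%, with every replicate also reaching it, limit read from the data, passing the limit was not always enough; inconclusive means only one of those two criteria met; inactive means neither criterion met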
Target sequence (Q15084 whole entry, looked up): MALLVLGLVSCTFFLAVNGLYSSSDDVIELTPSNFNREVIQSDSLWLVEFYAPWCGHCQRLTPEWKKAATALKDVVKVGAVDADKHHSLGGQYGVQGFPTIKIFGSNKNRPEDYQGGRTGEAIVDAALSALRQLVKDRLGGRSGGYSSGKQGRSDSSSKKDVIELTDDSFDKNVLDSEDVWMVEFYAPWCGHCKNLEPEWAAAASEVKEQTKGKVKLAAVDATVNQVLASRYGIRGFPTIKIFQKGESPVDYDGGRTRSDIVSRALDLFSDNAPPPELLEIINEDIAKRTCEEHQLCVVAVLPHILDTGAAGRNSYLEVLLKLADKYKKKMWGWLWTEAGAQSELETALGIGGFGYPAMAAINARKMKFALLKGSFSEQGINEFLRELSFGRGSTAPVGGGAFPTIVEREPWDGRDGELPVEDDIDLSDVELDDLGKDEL
F508del corr – CFTR F508del correction in bronchial cells; CFBE cells, YFP halide quenching; stimulated with forskolin plus potentiator P3; % fluorescence drop versus neutral controls; activity (quench increase), % at 7.58 µM; hit rate 0.36% among 350,000;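 active means mean added fluorescence quench of at least 8% versus neutral control, with both replicates also reaching 8%; inconclusive means only one of the mean or replicate conditions met; inactive means mean below 8% and not both replicates reaching 8%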;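 further: cells transiently co-express mutant CFTR-F508del with the halide-sensitive YFP; corrector assay measuring rescue of mutant channel to the surface after 24 h compound exposure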
PAX8 inh HTS – lowers PAX8-driven luciferase in RMG-I cells | hit rate 1.2% among 360,000 | RMG-I TPO-luciferase reporter, SteadyGlo, 24 h | inhibition, % at 12.6 µM;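 active means mean replicate inhibition at least 60% with every replicate also reaching 60%; inconclusive means only one of the two criteria is met; inactive means mean below 60% and not all replicates reaching 60%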;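 further: luciferase light reporting Pax8 driven TPO promoter activity; plate controls were median of neutral control wells for no effect and mitoxantrone controls for full effect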
DENV2 CPE – protects cells from dengue virus 2 cytopathic effect; DENV2-infected cells, cytopathic effect rescue, plate reader; CPE inhibition, % at 9.99 µM; hit rate 1.7% among 350,000; in the data active means CPE inhibition above about 20%, passing the limit was not always enough; inconclusive means no clear call, values can overlap the other calls; tested in BHK-21 cells;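 further: 0% = median of neutral control wells and 100% = median of positive control wells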
INS-1E GSIS act – GLuc luminescence reporter in INS-1E cells, primary screen for activators of glucose-dependent secretion of insulin | activation, % at 16.6 µM | INS-1E GLuc reporter insulin secretion, 2-3 h | hit rate 0.61% among 370,000;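 active means lowest replicate activation of at least 40%, so every replicate reaches that level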;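 further: 0% = median of neutral control wells and 100% = median of IBMX positive control wells; some compounds called inactive have numbers as strong as hits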
ARNT-TACC3 inh – ARNT/TACC3 interaction disruption; inhibition, % at 9.99 µM; Q9Y6A5; AlphaScreen His-ARNT PAS-B/GST-TACC3 binding, luminescence; TACC3 fragment carries E629A point mutation; hit rate 0.66% among 390,000;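 active means mean inhibition of replicates at least 50% and at least half of replicates each reaching 50%; inconclusive means half or more replicates reach 50% but mean below 50%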;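 further: 0% = complete ARNT plus TACC3 wells and 100% = ARNT alone without TACC3; many hits fall short of the cut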
EWS-Fli inh – EWS/Fli transcriptional activity inhibition; A673 NR0B1-luciferase reporter, viability-normalised; inhibition, % at 12.6 µM; hit rate 0.67% among 350,000; AID 651661;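 active means mean inhibition of at least 50% after viability correction, with every replicate also passing that limit; inconclusive means mean reaches 50% but only one of two replicates passes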;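 further: firefly luciferase signal divided by Alamar Blue viability fluorescence both relative to DMSO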
* hit, by the source's call; ? = inconclusive; · = not tested or not shown. Outcome played no part in choosing rows. About 4.2% of those tested had a hit in this group.

compound	XiGFP reactiv	ERp5 block	F508del corr	PAX8 inh HTS	DENV2 CPE	INS-1E GSIS act	ARNT-TACC3 inh	EWS-Fli inh
COc1cccc(/C=C2\SC(=S)N(CCCC(=O)Nc3ccc(C(=O)O)cc3)C2=O)c1	-0.1	-1.9	2.1	18.5	1.6	0.5	-1.4	-4.3
COc1cccc(-n2c(=O)c3sccc3n(CC(=O)NC3CCCC3)c2=O)c1	0.0	-0.1	0.6	4.6	-3.1	0.5	-22.7	4.1
CN(C)C(=O)c1cc2c(c(-c3cccc(-c4ccccc4)c3)n1)[C@H](CCO)N([S@@](=O)C(C)(C)C)C2	0.0	6.8	1.2	-12.8	-9.0	9.3	·	-4.4
CN(CC(=O)Nc1ccc(Cl)c(C(F)(F)F)c1)C(=O)CCCNC(=O)c1ccc(Cl)cc1	0.0	0.3	-1.3	-34.1	-0.5	-17.7	-3.8	-23.6
OC(CSc1ccccc1)CN1CCN(c2ccccc2)CC1 (stereo not drawn)	-0.1	2.0	2.0	-9.4	0.0	-2.9	0.2	-12.2
O=C(Nc1cc2c(cc1C(=O)O)OCCCO2)c1ccc(F)cc1F	0.5	-0.8	0.4	-23.5	0.5	8.9	1.9	-20.1
NC(=O)c1ccc(=O)n(Cc2ccc(Cl)cc2Cl)c1	0.0	0.4	1.8	17.5	-5.1	12.6	-13.3	5.5
C#CCOC(=O)C1C2C=CC(C2)C1C(=O)O (stereo not drawn)	·	-3.3	-0.3	·	7.3	-8.3	6.3	-0.5
O=C(c1nc2ccc(Cl)cn2c1CN1CCC[C@H]1CO)N1CCc2ccccc2C1	-0.1	-6.5	0.0	1.6	-11.1	0.9	·	3.0
CO[C@@H]1CN(C)C(=O)c2cc(NC(=O)CC(F)(F)F)ccc2OC[C@H](C)N(CC2CC2)C[C@H]1C	-0.1	-2.7	-0.1	-13.6	7.0	-2.7	·	·
O=Cc1ccc(Oc2ccc(F)cc2)nc1	0.1	5.7	·	3.8	-5.2	1.1	-0.8	2.8
COCc1cc(C)nc(SCC(=O)Oc2ccccc2)c1C#N	0.0	4.6	-0.4	-6.5	15.8	10.9	-1.1	-6.1
COc1cccc(NC(=O)C[C@@H]2CC[C@H]3[C@@H](COc4ccc(NC(=O)C5CCOCC5)cc4C(=O)N3C)O2)c1	0.3	·	-1.4	3.8	·	5.1	·	-0.5
CC(C)c1nnc(NC(=O)C2CCCN2C(=O)Nc2cccc(Cl)c2)s1 (stereo not drawn)	0.3	5.5	-1.1	25.0	-4.0	-8.2	-4.5	0.9
COc1ccc(C(=O)NC(=S)N(C)Cc2ccccc2)cc1Br	0.0	2.6	1.7	8.2	-8.0	4.2	-1.7	28.2
O=C(CN1C(=O)NC2(CCc3ccccc32)C1=O)Nc1cccc(Cl)c1 (stereo not drawn)	0.1	-0.7	1.6	8.6	-2.0	-66.3	-3.6	8.4
CCOc1ccc(/C=N/NC2=NCCCCC2)cc1	0.0	5.1	0.7	-16.0	·	8.0	-0.1	-8.1
Cc1c(Cl)cccc1NC(=S)Nc1ccc(S(=O)(=O)Nc2ncccn2)cc1	0.1	4.4	3.3	7.4	-3.7	·	-1.0	9.2
C[C@@H]1CN([C@@H](C)CO)C(=O)c2ccccc2-c2ccccc2CO[C@@H]1CN(C)C(=O)Oc1ccccc1	0.3	-1.2	-0.1	·	-6.1	-8.9	-2.6	18.3
CCN(CC)S(=O)(=O)c1ccc(Cl)c(C(=O)NC2CCN(Cc3ccccc3)CC2)c1	0.1	-5.5	1.3	-24.2	-0.7	-15.5	-0.7	14.0
COc1ccc(-c2ccc3c(c2)[C@H]2[C@H](CCN2C(=O)c2ccc4c(c2)OCO4)[C@H](CO)N3)cc1	0.3	·	2.4	1.6	-29.0	-23.7	-8.1	6.8
COC(=O)C1=C(C)N(Cc2ccccc2C(F)(F)F)C(=NCc2ccccc2C(F)(F)F)NC1c1ccc(Cl)cc1 (stereo not drawn)	0.2	-3.0	0.7	-13.2	1.9	·	·	3.7
CO[C@@H]1CN(C)C(=O)c2cc(NS(C)(=O)=O)ccc2OC[C@H](C)N(Cc2cncnc2)C[C@@H]1C	0.4	2.9	-1.9	-1.3	3.9	1.4	-3.5	6.3
Cc1cccc(NC(=O)CSc2nc(=O)n(CCCN3CCOCC3)c3c2CCCC3)c1	-0.1	-1.3	-2.0	6.4	-6.2	13.0	-0.5	-0.4
Cc1ccc(C(=O)C(C)OC(=O)CNS(=O)(=O)c2ccc(C)cc2)cc1 (stereo not drawn)	0.0	·	1.1	1.3	1.9	-27.8	5.4	1.2
C1=CCC(CN2CCNCC2)CC1 (stereo not drawn)	0.2	-1.4	-2.2	-12.8	-6.5	-1.9	-1.0	2.1
CC(C)NC(=O)C1(C)CN(S(C)(=O)=O)CC(=O)N1Cc1cccc(C(F)(F)F)c1 (stereo not drawn)	·	4.8	-2.9	7.1	-1.5	-0.3	·	-0.1
C[C@@H]1CN([C@@H](C)CO)C(=O)c2cc(NC(=O)CCCN(C)C)ccc2O[C@@H](C)CCCCO[C@H]1CN(C)Cc1ccncc1	0.1	-3.8	-2.4	-19.0	-3.8	2.8	14.3	-0.1
Cc1ccc(/C=C2\SC(=S)N(C3CCS(=O)(=O)C3)C2=O)cc1 (stereo not drawn)	-0.1	2.2	0.0	-2.0	4.4	4.9	-21.3	-6.2
C[C@H]1CN([C@@H](C)CO)S(=O)(=O)c2ccc(C#CC3CCCC3)cc2O[C@H]1CN(C)CC1CC1	-0.8	-1.8	0.5	·	-5.1	-6.1	14.3	19.5
COc1ccc2c3c(n(C)c2c1)[C@H](CO)N(C(=O)NC(C)C)CC31CCN(C(C)=O)CC1	0.2	·	-0.1	·	1.7	24.8	·	0.5
CC(OC(=O)c1cccc(-n2cnnn2)c1)C(=O)Nc1ccc(N(C)C)cc1 (stereo not drawn)	3.1	-4.8	2.8	-4.3	-1.6	1.8	1.5	-3.0
CNS(=O)(=O)c1ccc2nc(NC(=O)c3ccc(N4C(=O)CCC4=O)cc3)sc2c1	0.1	2.6	-0.7	5.6	8.9	5.2	12.7	-2.5
NC(=O)c1cccc(CC(=O)c2ccccc2)c1	0.0	1.0	0.9	1.6	-1.5	0.2	-3.9	-2.6
Cn1cnc(S(=O)(=O)N2CCCCN3[C@H](CO)[C@H](c4ccc(-c5ccccc5)cc4)[C@@H]3C2)c1	0.2	-4.3	0.5	-15.0	7.4	-0.8	-6.6	-7.4
Cc1ccc(CNC(=O)CCC2CCCN(C(=O)CCC(F)(F)F)C2)o1 (stereo not drawn)	0.0	-5.6	-2.5	14.7	5.0	-10.1	4.0	5.1
C=CCn1c2[n+](c3ccccc3c1=O)CCCCC2	-0.1	-5.3	-1.5	7.2	-5.0	1.2	8.8	8.9
O=C(CN1C(=O)S/C(=C\c2cc(Cl)c(O)c(Cl)c2)C1=O)Nc1ccccc1	0.0	-6.2	0.4	30.1	5.1	-41.4	-1.9	-0.7
COc1cc(NC(=O)c2cccc(F)c2)cc(OC)c1OC	0.2	1.4	2.3	0.1	·	-5.3	2.0	0.3
CCCNC(=O)[C@H]1[C@H](CO)[C@H]2Cn3c(ccc(C4=CCCCC4)c3=O)[C@H]2N1Cc1ccccc1F	-0.1	-1.5	-0.5	30.3	5.3	-6.2	-0.9	-1.1
CC(=O)N[C@H]1C=C[C@H](CC(=O)NCC2CCCCC2)O[C@H]1CO	-0.2	-1.4	-1.2	5.9	1.1	9.0	-10.2	-0.4
CC(=O)N1c2ccccc2-c2nc3ccccc3n2C1C (stereo not drawn)	0.3	1.3	2.3	22.0	2.2	6.7	5.0	-11.1
Cc1cccc(Cn2c(SCC(=O)Nc3ccccc3)nc3c2c(=O)[nH]c(=O)n3C)c1	0.0	3.9	-4.7	5.3	-5.8	11.6	-1.7	10.1
COc1ccc(NC(=O)/C(C#N)=C/c2ccc3c(c2)n(C)c(=O)n3C)cc1	0.6	·	·	13.6	·	35.0	3.0	·
S=C(Nc1ccccc1)N1CCN(C/C=C/c2ccccc2)CC1	0.3	4.6	-2.1	-3.2	?	-20.6	-22.8	-2.6
O=c1[nH]c(CSc2nc3ccccc3s2)nc2cc(Cl)ccc12	-0.1	3.4	-1.0	18.2	-3.9	·	·	0.6
CCCC1OC(c2ccco2)OCC1CC (stereo not drawn)	0.1	-6.2	-0.9	13.6	-2.7	-16.0	5.5	-6.8
C[C@@H]1CN([C@H](C)CO)C(=O)c2cc(-c3ccccc3)cnc2O[C@H]1CN(C)C(=O)c1ccccn1	-0.3	3.1	0.6	·	10.6	3.1	-5.5	-4.4
Cc1ccc(S(=O)(=O)N[C@@H]2CC[C@H](CCNS(=O)(=O)Cc3ccccc3)O[C@@H]2CO)cc1	-0.5	4.2	-0.7	0.6	13.6	-11.1	-29.0	1.6
CNC(=O)C[C@@H]1CC[C@@H]2[C@@H](COc3ccc(NC(=O)c4cscn4)cc3C(=O)N2C)O1	0.1	·	-1.1	1.2	9.7	3.6	-1.2	-3.3
CC1CN(C(=O)c2ccc(S(=O)(=O)Nc3ccccc3F)cc2)CC(C)O1 (stereo not drawn)	-0.1	-0.8	0.0	·	0.8	-3.0	0.4	3.1
CN(CCc1ccccn1)C(=O)c1cccnc1Oc1ccc(Cl)cc1	-0.1	1.0	-0.9	18.8	-4.7	4.8	6.4	2.6
O=C1CCN(S(=O)(=O)c2ccccc2)CCN1CCOCc1ccc(Cl)cc1	-0.1	-1.6	-3.9	-1.9	11.7	8.8	-7.5	0.5
COc1ccccc1CNC(=O)CSc1ccc(-c2cccs2)nn1	0.1	1.7	-0.7	11.2	-0.3	17.7	14.9	1.8
CCC12CSc3nc(Cl)ccc3N1C(=O)C(=O)N2C (stereo not drawn)	0.0	0.5	1.8	37.0	-2.0	-4.1	·	6.7
C[C@@H]1CN([C@@H](C)CO)C(=O)c2cc(/C=C/c3ccccc3)cnc2O[C@@H]1CN(C)C	0.2	-2.8	-1.8	·	-6.7	-3.0	-2.1	2.4
C[C@@H]1CN([C@H](C)CO)C(=O)c2cc(Br)cnc2O[C@@H]1CN(C)Cc1ccccc1	0.6	-9.8	0.7	·	1.3	7.4	6.6	-7.8
C[C@H]1CN([C@@H](C)CO)C(=O)c2cccc(NS(=O)(=O)c3cccs3)c2O[C@@H]1CN(C)CC1CC1	0.0	-5.1	-2.8	-35.8	-4.8	5.7	-13.8	-0.3
COc1ccc(CN(C)C[C@@H]2Oc3c(NS(=O)(=O)c4ccc(C)cc4)cccc3C(=O)N([C@H](C)CO)C[C@@H]2C)cc1	0.0	-1.2	0.2	-9.3	-4.6	-0.1	5.9	-2.9
COc1ccc(CCNC(=O)c2cc(C3CC3)nc3c2cnn3C(C)C)cc1OC	0.0	-3.1	2.6	-16.0	?	-6.0	29.7	12.5
CNc1snc(C)c1C(=O)OCC(=O)c1cc(F)ccc1OC	0.0	-0.4	1.0	13.0	6.3	-4.0	6.6	7.6
O=C(c1ccccc1F)N(Cc1ccccc1)Cc1ccccc1	0.5	-0.3	0.8	0.9	-2.8	·	2.3	12.0

Assay outcomes as filed in PubChem.
